From PubChem BioAssay
KCNK3 inh: human KCNK3 channel inhibition, primary screen | O14649 | CHO-KCNK3 thallium flux, FluxOR fluorescence; hits give low values | B-score at 10 µM | actives 0.84% (n = 340,000);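 active means B-score under library mean minus 4 SD, starting fluorescence ratio at most library mean plus 5 SD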;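 further: more negative B-score means stronger inhibition of thallium flux through KCNK3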
KCNQ1 block: human KCNQ1 channel inhibition | CHO-K1 KCNQ1, FluxOR thallium flux fluorescence; hits give high values | actives 1.3% (n = 310,000) | AID 2642 | P51787 | B-score at 10 µM;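 active means compounds whose thallium flux B-score, printed positive for inhibition, exceeds three library SD while starting fluorescence stays within three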;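 further: channel opened by potassium depolarization with thallium stimulus after 20 min compound exposure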
HDAC3 inh: inhibitors of human histone deacetylase 3. AID 2718. actives 0.15% (n = 320,000). inhibition, % at 8.3 µM. O15379. recombinant HDAC3, fluorogenic peptide/trypsin coupled, fluorescence; in the data active means inhibition above about 26%, passing the limit was not always enough
GSK3A inh: blocks human GSK-3 alpha kinase; P49840; ADP-Glo luminescence, 60 min; inhibition, % at 10 µM; actives 0.1% (n = 320,000); AID 2650;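 in the data active means inhibition above about 50%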;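 further: GST-tagged GSK-3 alpha with peptide substrate and 25 µM ATP; 0% = DMSO neutral wells and 100% = GW8510 positive control wells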
Dyrk1A ADPGlo: blocks rat Dyrk1A kinase activity | ADP-Glo luminescence, NFATc1 peptide | inhibition, % at 12.5 µM | actives 0.43% (n = 310,000); in the data active means inhibition above about 50%;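 further: plate controls were vehicle with enzyme for no effect and no enzyme for full effect; many of its hits are not listed in these tables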
hERG rescue: compounds protecting human hERG from proarrhythmic drug block; actives 0.51% (n = 310,000); AID 1511; activation (rescue from dofetilide block), less the hit threshold, % at 10 µM; CHO-hERG, FluxOR thallium flux, dofetilide IC70 present; Q12809;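 active means activation above the mean of controls blocked by dofetilide plus 5 SD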;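 further: thallium influx through hERG after potassium depolarization seen as dye fluorescence rise; in these data hits start at about 4.7%; inactives centre near -7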
Target sequence (Q12809 whole entry, looked up): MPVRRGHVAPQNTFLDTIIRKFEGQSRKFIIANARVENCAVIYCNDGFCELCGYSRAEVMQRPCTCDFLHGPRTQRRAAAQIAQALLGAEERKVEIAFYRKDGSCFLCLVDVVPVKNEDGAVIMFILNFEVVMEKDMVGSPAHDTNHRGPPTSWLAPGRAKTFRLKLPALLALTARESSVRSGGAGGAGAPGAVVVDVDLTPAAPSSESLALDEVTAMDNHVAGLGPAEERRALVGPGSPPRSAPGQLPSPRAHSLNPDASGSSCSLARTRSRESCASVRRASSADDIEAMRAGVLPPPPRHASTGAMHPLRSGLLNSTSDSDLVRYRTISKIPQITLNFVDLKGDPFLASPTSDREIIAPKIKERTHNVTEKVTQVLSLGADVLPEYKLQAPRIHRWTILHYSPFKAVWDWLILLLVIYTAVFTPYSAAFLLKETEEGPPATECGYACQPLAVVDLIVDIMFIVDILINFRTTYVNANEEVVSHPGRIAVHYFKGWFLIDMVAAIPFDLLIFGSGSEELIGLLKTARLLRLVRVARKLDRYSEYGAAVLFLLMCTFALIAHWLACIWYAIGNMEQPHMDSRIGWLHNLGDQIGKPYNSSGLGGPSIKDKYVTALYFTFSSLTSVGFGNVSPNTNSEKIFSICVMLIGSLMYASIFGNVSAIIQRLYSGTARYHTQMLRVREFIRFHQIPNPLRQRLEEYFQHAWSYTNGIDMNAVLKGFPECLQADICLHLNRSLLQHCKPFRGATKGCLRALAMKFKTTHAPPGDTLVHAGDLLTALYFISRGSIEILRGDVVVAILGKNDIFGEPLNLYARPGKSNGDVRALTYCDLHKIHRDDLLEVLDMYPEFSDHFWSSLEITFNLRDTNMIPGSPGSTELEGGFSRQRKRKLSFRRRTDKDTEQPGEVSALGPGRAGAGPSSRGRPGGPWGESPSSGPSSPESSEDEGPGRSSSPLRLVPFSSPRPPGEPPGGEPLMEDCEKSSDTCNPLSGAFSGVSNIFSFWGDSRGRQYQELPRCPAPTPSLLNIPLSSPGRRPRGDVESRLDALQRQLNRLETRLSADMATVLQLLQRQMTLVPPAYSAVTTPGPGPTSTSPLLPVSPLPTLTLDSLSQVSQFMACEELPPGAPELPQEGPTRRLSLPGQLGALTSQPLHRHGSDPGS
KCNQ1 pot: potentiates or activates the human KCNQ1 potassium channel. P51787. CHO-K1 KCNQ1, thallium flux FluxOR fluorescence; hits give high values. B-score at 10 µM. actives 0.35% (n = 310,000);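 active means fluorescence ratio B-score, a plate-corrected score, at least three library SD, with initial intensity B-score within 5 SD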
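Doses: Single concentration per compound, DMSO matched to controls | Test system: KCNQ1-transfected CHO-K1 cells | Timing: 90 min dye loading and 20 min compound exposure, both at room temperature | Measured by: Kinetic FluxOR thallium fluorescence, 10-s 1-Hz baseline, 110-s post-stimulus read | Medium: Assay buffer with matched DMSO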
RGS4 pot: potentiators or activators of RGS4; HEK293 M3R/inducible RGS4, carbachol calcium flux Fluo4; hits give low values; B-score at 10 µM; actives 0.92% (n = 310,000); AID 463111;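 active means B-score of the integrated calcium signal more than 4 SD below the library mean, with starting fluorescence not abnormally high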;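 further: negative B-score means reduced calcium response which marks RGS4 activation or potentiation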
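Assay system: HEK293 FlpIn-TREx cells, stable M3R, doxycycline-inducible RGS4 / Probe or stimulus: carbachol, ECmax concentration / Times: overnight RGS4 induction, 30 min dye load 37 °C, 20 min compound RT / Signal: kinetic calcium fluorescence imaging with Fluo4-AM dye, 2 µM / Measure: Agonist-evoked peak-minus-minimum fluorescence over baseline, integrated ratio, B score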
KCNK9 inh: inhibitors of human KCNK9 two-pore domain potassium channel; HEK293 KCNK9, FluxOR thallium flux fluorescence; hits give low values; AID 488922; actives 1.2% (n = 310,000); B-score at 10 µM;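 active means ratio B-score over 3 SD below the library mean, with starting fluorescence within 5 SD of its mean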;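 further: negative B-score means less thallium flux so channel inhibition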
GSK3B inh: blocks human GSK3beta kinase activity. actives 0.038% (n = 300,000). activity score (negative = inhibition), % at 10 µM. GST-GSK3beta kinase, ADP-Glo luminescence, 60 min; hits give low values. P49841;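 active means more than half of replicate wells score below -50%, meaning over 50% inhibition versus plate controls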;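 further: 0% = median DMSO wells and -100% = median GW8510 positive control wells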
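Assay system: GST-fused GSK3beta enzyme, cell-free / Medium: Tris pH 7.5 buffer with MgCl2, DTT, BSA, heparin / Also added: peptide substrate plus 25 µM ATP (final) / Compound: 10 µM single point / Timing: kinase reaction with compound 60 min at room temperature / Detection: ADP-Glo luminescence / Benchmarks: DMSO neutral wells and GW8510 at 20 µM as positive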
PolyA inh: yeast polyadenylation inhibition. S. cerevisiae SKY197-pL101 polyadenylation reporter, beta-gal luminescence; efflux-impaired pdr1/pdr3 knockout yeast; score 100 = 6 SD above DMSO. calls only at 12 µM. actives 0.02% (n = 300,000);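 active means lowest replicate activity score at least 50, where 100 means six control SD above control mean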;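 further: yeast exposed to compound for 9 h at 30 °C; higher score means more reporter readthrough which indicates perturbed polyadenylation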
* hit, by the source's call; i = inactive; · = no result given. A portion of the library. The share of hits here may be higher or lower than overall.

SMILES | KCNK3 inh | KCNQ1 block | HDAC3 inh | GSK3A inh | Dyrk1A ADPGlo | hERG rescue | KCNQ1 pot | RGS4 pot | KCNK9 inh | GSK3B inh | PolyA inh
Cc1c(C)n(CCCN(C)C)c2ncnc(NC3CCCCC3)c12 | i | i | 8 | 5 | 3 | -4 | i | i | i | 5 | i
O=C(N/N=C/c1ccco1)c1cc(-c2ccc(Cl)s2)[nH]n1 | i | i | · | -1 | 2 | 0 | i | i | i | -1 | i
O=C(CNC1=NCCC1)c1ccc2c(c1)OCCO2 | i | i | · | · | 5 | 0 | i | i | i | 1 | i
O=C(Cc1csc(Nc2nc(=S)[nH]c3ccccc23)n1)NCc1ccc(Cl)cc1 | i | i | 5 | 1 | 7 | -13 | i | i | i | 0 | i
Cc1cccc(OCc2nc(C#N)c(NCc3ccc4c(c3)OCO4)o2)c1 | -11* | i | 14 | -7 | 1 | -11 | i | i | i | 0 | i
Cc1ccc(C)c(-n2nnnc2SCC(=O)Nc2c(C)n(C)n(-c3ccccc3)c2=O)c1 | i | i | 3 | -3 | 2 | -8 | i | i | i | 0 | i
CCOc1ccc(NC(=S)N(CCOC)C2CCN(C(C)C)CC2)cc1 | i | i | 0 | -2 | -7 | -2 | i | i | i | 1 | i
O=C(CN1CC[C@@]2(O)CCCC[C@H]2[C@@H]1c1ccc(F)cc1)NCc1ccco1 | i | i | -2 | 5 | 6 | -15 | i | i | i | 4 | i
O=[N+]([O-])c1ccccc1S(=O)(=O)NCCSc1ccccc1 | i | i | -2 | 0 | 11 | -4 | i | i | i | 1 | i
CCCC(=O)N(Cc1cc(=O)[nH]c2ccccc12)c1ccccc1C | i | i | 1 | 4 | 0 | -10 | i | i | i | -3 | i
CCCNC(=O)CN1C(=O)NC(c2ccccc2)(c2ccccc2)C1=O | i | i | -12 | -2 | -6 | -5 | i | i | i | -1 | i
CCCCN(C)CCCNC(=O)c1cn(C)c2ccc(S(=O)(=O)N(C)C3CCCCC3)cc2c1=O | i | i | 5 | -4 | -4 | -12 | i | i | i | 1 | i
N=C1C(=O)OCC1c1ccccc1NC(=O)CN1CCOCC1 (stereo unspecified) | i | i | -3 | 0 | 11 | -3 | i | i | i | 1 | i
Cc1ccc(C)c(NC(=S)NCc2ccc3[nH]c4c(c3c2)CCCC4)c1 | -13* | i | 10 | 2 | -1 | -7 | i | i | i | 0 | i
C=CCOc1ccc(C=Nc2ccc(Cl)cc2)c(O)c1 | i | i | -1 | -4 | 2 | -8 | i | i | i | 0 | i
CCOc1ccc(Nc2nc3c(c(=O)[nH]2)CCC3)cc1 | i | i | 5 | -1 | -4 | -7 | i | i | i | 1 | ·
O=c1cc(-c2ccccc2)[nH]n1-c1nc2ccccc2[nH]1 | i | i | 10 | 1 | -2 | -7 | i | i | i | 0 | i
Cc1cccc(N2CN(Cc3ccco3)CNC2=S)c1C | i | i | -1 | -2 | -11 | -9 | i | i | i | -1 | i
CC(C)(C)NC(=O)c1nc2nc(-c3ccccc3)cc(C(F)(F)F)n2n1 | i | i | -30 | 0 | -8 | -8 | i | i | i | 0 | i
Cc1ccc(-c2noc(C3CCCN(C(=O)c4cccc(F)c4)C3)n2)cc1 (stereo unspecified) | i | i | 4 | -1 | -6 | -9 | i | i | i | -2 | i
CC(C)Cn1c(=O)c2c(nc3n2CCCN3CCc2ccccc2)n(C)c1=O | i | i | 3 | -2 | -4 | -18 | i | i | -8.6* | 4 | i
O=C(Nc1nnc(C2=COCCO2)o1)c1cccc(F)c1 | i | i | -10 | -1 | 3 | -3 | i | i | i | -3 | i
O=C(CCc1nc2ccccc2c(=O)[nH]1)Nc1ccc(F)cc1 | i | i | -1 | -2 | -2 | -3 | i | i | i | 0 | i
Cc1cc(C(=O)CN2C(=O)c3cccc(N)c3C2=O)c(C)n1Cc1cccs1 | -11* | i | -5 | 2 | -1 | -7 | i | i | i | -5 | i
Cc1nn(CC(=O)NC2C(=O)N3C(C(=O)O)=C(CSc4nnnn4C)CSC23)cc1Br (stereo unspecified) | i | i | -4 | -1 | -7 | -18 | i | i | i | 4 | i
Brc1cccc(-c2nnc3sc(CN4CCC5(CC4)OCCO5)cn23)c1 | i | i | 9 | -2 | -6 | -4 | i | i | i | -1 | i
CC(C)CNC(=S)NC(=O)c1ccc(Cl)cc1 | i | i | -4 | 0 | -3 | 7.5* | i | i | i | 0 | i
N#CC1(NC(=O)CN2c3cccc4cccc(c34)S2(=O)=O)CCCCC1 | i | i | 4 | -1 | -5 | -4 | i | i | i | -2 | i
CC1=C(C(=O)Nc2ccccc2)C(c2ccc(C(C)C)cc2)N2C(=O)CSC2=N1 (stereo unspecified) | i | i | 2 | 0 | -3 | -3 | i | i | i | 0 | i
Clc1cccc(-c2ccc(/C=N/n3cnnc3)o2)c1 | i | i | -2 | -3 | 9 | -3 | i | i | i | 0 | i

Just Dyrk1A ADPGlo and RGS4 pot, for some of the entries so far:
SMILES,Dyrk1A ADPGlo,RGS4 pot
O=[N+]([O-])c1ccccc1S(=O)(=O)NCCSc1ccccc1,11,i
CCCC(=O)N(Cc1cc(=O)[nH]c2ccccc12)c1ccccc1C,0,i
CCCNC(=O)CN1C(=O)NC(c2ccccc2)(c2ccccc2)C1=O,-6,i
CCCCN(C)CCCNC(=O)c1cn(C)c2ccc(S(=O)(=O)N(C)C3CCCCC3)cc2c1=O,-4,i
N=C1C(=O)OCC1c1ccccc1NC(=O)CN1CCOCC1 (stereo unspecified),11,i

Next section:
SMILES | KCNK3 inh | KCNQ1 block | HDAC3 inh | GSK3A inh | Dyrk1A ADPGlo | hERG rescue | KCNQ1 pot | RGS4 pot | KCNK9 inh | GSK3B inh | PolyA inh
NC(=O)COC(=O)c1ccc(Cl)c(S(=O)(=O)N2CCCCCC2)c1 | i | i | 0 | · | -3 | -14 | i | i | i | 1 | i
COc1cccc(C2CC(c3ccc(Br)cc3)=NN2C(=O)c2ccncc2)c1OC (stereo unspecified) | i | i | 0 | -2 | -1 | -4 | i | i | i | -2 | i
O=C(NCc1nc2ccccc2[nH]1)C1=C[C@H](C2CCCCC2)C[C@H](OCc2ccc(CO)cc2)O1 | i | i | 6 | · | -2 | -7 | i | i | i | 4 | i
Cc1cc(=O)oc2c(C)c(OCC(=O)NCCc3ccc(S(N)(=O)=O)cc3)ccc12 | i | i | -1 | -3 | 5 | -10 | i | i | i | 1 | i
Cc1noc(C)c1C(=O)Nc1ccc(F)cc1F | i | i | · | · | -2 | -3 | i | i | i | 0 | i
CCCS(=O)(=O)c1c(S(=O)(=O)CCC)c2ccc(C(N)=O)cn2c1C(=O)c1ccc(F)cc1 | -12* | i | 9 | 0 | -4 | -9 | i | i | -7.4* | 1 | i
CC(C)Cc1nnc(NC(=O)CCC(=O)N2CCN(c3ccccc3F)CC2)s1 | i | i | -4 | -1 | 9 | -3 | i | i | i | 0 | i
C=CCn1c(SCC(=O)NC(=O)NC2CCCC2)nnc1C1CCCCC1 | i | i | -2 | -1 | 4 | -12 | i | i | i | 1 | i
CCN(CC)C(=O)Cc1c(O)c2ccccc2[nH]c1=O | i | i | -4 | -1 | 3 | -8 | i | i | i | 1 | i
CN1CCC(=NNC(=O)C(=O)NCc2ccccc2)CC1 | i | i | 1 | -4 | 1 | -5 | i | i | i | 0 | i
OC[C@H]1OC(O)[C@@H](O)[C@@H](O)[C@@H]1O (stereo partly specified) | i | i | 5 | -4 | 8 | -4 | i | i | i | -2 | i
CC(C(=O)NCCSCc1cccc(Cl)c1)N(c1ccccc1)S(C)(=O)=O (stereo unspecified) | i | i | -8 | -2 | -3 | -5 | i | i | i | 0 | i
COc1ccc(C2=CC(=O)CCC2)cc1 | i | i | -3 | -3 | 7 | -7 | i | i | i | 1 | i
FC(F)(F)c1ccc(Oc2ccc3ccccc3c2Br)nc1 | i | i | 1 | 0 | 0 | -5 | i | i | i | -1 | i
CC1(C)C(N(O)C(=O)Nc2ccccc2)N(c2cccc(Cl)c2)C(=O)N1O (stereo unspecified) | i | i | 3 | -1 | 2 | -10 | i | i | i | 0 | i
CCCCOc1ccc(C(=O)NCC(=O)N2CCN(C(=O)c3ccco3)CC2)cc1 | i | i | 3 | -7 | -6 | -13 | i | i | i | -1 | i
CCOCc1nnc(NC(=O)COc2ccc3c(c2)OCO3)s1 | i | i | -4 | 2 | -2 | -3 | i | i | i | · | i
COc1cc2c(cc1OC)CN(c1ncccc1[N+](=O)[O-])CC2 | i | i | 4 | 0 | 7 | -6 | i | i | i | 2 | i
Cc1cc(C(=O)NCCc2ccc(S(N)(=O)=O)cc2)c(C)o1 | i | i | 0 | 0 | 10 | -5 | i | i | i | -1 | i
O=C(COC(=O)[C@@H]1CC(O)CN1S(=O)(=O)c1ccccc1[N+](=O)[O-])Nc1ccc2ccccc2c1 (stereo partly specified) | i | i | 6 | 1 | 12 | -7 | i | i | i | -1 | i
COc1ccccc1CNC(=O)c1n[nH]c2ccccc12 | i | i | -4 | 2 | 4 | -11 | i | i | i | -2 | i
O=C(NCC1OCCCN1S(=O)(=O)c1ccc(F)cc1)C(=O)NC1CCCC1 (stereo unspecified) | i | i | -8 | -1 | 0 | -5 | i | i | i | -3 | i
CC(=O)c1c(C)nc2ccc([N+](=O)[O-])cc2c1-c1ccccc1 | i | i | -2 | -1 | 7 | -6 | i | i | i | -4 | i

Laid out differently: entries from further up.
Value order: KCNK3 inh, KCNQ1 block, HDAC3 inh, GSK3A inh, Dyrk1A ADPGlo, hERG rescue, KCNQ1 pot, RGS4 pot, KCNK9 inh, GSK3B inh, PolyA inh
O=[N+]([O-])c1ccccc1S(=O)(=O)NCCSc1ccccc1
  i, i, -2, 0, 11, -4, i, i, i, 1, i
CCCC(=O)N(Cc1cc(=O)[nH]c2ccccc12)c1ccccc1C
  i, i, 1, 4, 0, -10, i, i, i, -3, i
CCCNC(=O)CN1C(=O)NC(c2ccccc2)(c2ccccc2)C1=O
  i, i, -12, -2, -6, -5, i, i, i, -1, i
